# Screening data from PubChem.
# NOD2 inhibition: inhibition of NOD2-driven NF-kB reporter – cell-based, luminescence, uHTS, HEK293 (AID 1566) | HEK293 NOD2/NF-kB luciferase reporter, luminescence; higher % means a stronger effect | inhibition, % at 4 µM, or EC50 in µM where a hit was titrated | hit rate 0.63% among 290,000; in the data active means inhibition above about 50%; further: many of its hits are not listed in these tables
# NOD1 NF-kB reporter: NOD1 signaling inhibitors, primary screen, cell-based, luminescence, uHTS (AID 1578); NOD1-driven NF-kB luciferase reporter cells, luminescence; higher % means a stronger effect; inhibition, % at 4 µM; hits with a dose series show EC50 in µM; hit rate 1% among 290,000; in the data active means inhibition mostly above about 36%, no sharp cut-off; inactive means mostly below about 34%;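 further: HEK-293T reporter cells stimulated with the NOD1 agonist gamma-tri-DAP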
# Insulin prom up: MIN6 insulin promoter up-regulation. MIN6 insulin promoter-GFP reporter, high-content imaging; hits give high values. hit rate 0.3% among 190,000. z-score at 5 µM;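 active means z-score above 3 at 5 µM with at least 500 cells counted in the well; inconclusive means wells under 500 cells, flagged as cytotoxic or low count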
# Dynein cargo inh: dynein cargo transport inhibition; 3617.4 mouse cells, GR-EGFP nuclear translocation imaging; test concentration mostly 20 µM; stimulated with dexamethasone, 1 µM; hits give low values; z-score, hits read low; hit rate 0.47% among 220,000; AID 1381;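 active means plate z-score of nuclear minus cytoplasmic receptor signal below a set negative limit, without overly bright fluorescence or cell loss, cut at about -3.5 in these data, passing the limit was not always enough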;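 further: z-score of nuclear minus cytoplasmic ring GR-EGFP intensity difference per well; some compounds called inactive have numbers as strong as hits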
#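 medium = tetracycline-free induction medium containing charcoal-stripped FBS | probe or stimulus = dexamethasone, 1.0 µM final | timing = 48 h induction, then 1 h compound, then 30 min agonist, 37 °C | detection = automated 10x imaging of fixed Hoechst-stained cells | read-out basis = nuclear versus cytoplasmic GR-EGFP signal, averaged per well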
# P. falciparum M17LAP: P. falciparum M17LAP inhibitors, primary screen, biochemical, fluorogenic H-Leu-NHMec substrate, 1536-well (AID 1619); recombinant M17LAP, H-Leu-NHMec fluorogenic kinetic assay; higher % means a stronger effect; inhibition, % at 30 µM, or IC50 in µM where a hit was titrated; hit rate 0.38% among 220,000;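 active means compound inhibiting the enzyme by more than half at any dose during confirmatory dose-response retesting; inconclusive means strong single-dose inhibitors picked by rank but not retested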;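 further: plate controls were full reaction with DMSO carrier for no effect and no enzyme background for full effect; strong numbers were not always called active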
# Yfh1-off respiration: mitochondrial function rescue without frataxin homolog – Friedreich's ataxia, plus single-dose screen, dose response (AID 1465). hit rate 0.074% among 220,000. S. cerevisiae Yfh1-off respiration, WST-1 reduction, 72 h; higher fold induction means a stronger effect. one-dose fold induction at 50 µM; EC50 in µM for titrated hits;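 active means fold induction of absorbance versus untreated yeast above a set limit, then at least 30% activation at any dose in follow-up; inconclusive means repeats straddling the limit, or above it without dose testing; inactive means fold induction below the set limit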;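 further: activators that raise dye reduction in frataxin-depleted yeast; strong numbers were not always called active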
# b-catenin transl: beta-catenin nuclear translocation modulation; hit rate 0.3% among 190,000; HeLa beta-catenin nuclear translocation, immunofluorescence imaging; nuclear translocation activity, % at 5 µM;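 active means nuclear translocation activity above 50% at 5 µM, with a well cell count of 50 or more; inconclusive means wells under 50 cells across six images, flagged as toxic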;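 further: per-cell ratio of nuclear to cytoplasmic median beta-catenin stain intensity; plate controls were DMSO negative control for no effect and GSK-3 inhibitor IX positive control for full effect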
#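 Test system: human HeLa cells, native beta-catenin. Compound dosing: 5 µM primary single dose, 0.1% DMSO, 0.02–20 µM confirmation series. Incubation: compound exposure 24 h at 37°C. Detection: beta-catenin immunostaining with DAPI counterstain, 20x imaging, 6 fields/well. Read-out basis: Nuclear/cytoplasmic beta-catenin signal ratio, % activation.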
# Autophagy mod: modulators of autophagy | MEF GFP-LC3 puncta imaging; test concentration mostly 10 µM | calls only at 10 µM (by protocol) | hit rate 0.98% among 190,000;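 active means percentage of spot-positive cells more than 3 SD above its plate mean, without a fluorescence outlier flag or 80% toxicity; inconclusive means no clear call, values can overlap the other calls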;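 further: spot-positive cell cutoff set from DMSO-treated cells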
# MT stabilize HCS: stabilizes microtubules in HeLa cells; HeLa tubulin immunostaining HCS, 24 h; share of cells brighter than vehicle mean+2SD; % tubulin-high responders, % at 10 µM; hit rate 0.83% among 200,000;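 active means plate Z-score above 3 for both tubulin-high and condensed-nucleus cell shares, with cell loss under 80%, at 10 µM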;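 further: anti alpha tubulin signal scored within the nucleus-defined area of each cell; some results filed as inactive read as strong as hits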
# Dynein cargo inh cytoplasmic EGFP: recorded beside Dynein cargo inh, whose call it bears; z-score; measured here: cytoplasmic GR-EGFP intensity; hits give high values
# Dynein cargo inh nuclear GR-EGFP: also measured in Dynein cargo inh; calls as there; z-score; measured here: nuclear GR-EGFP intensity;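 lower value marks the stronger effect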
# Dynein cargo inh cell count: also measured in Dynein cargo inh; calls as there; z-score; measured here: cell count per field
# Insulin prom up cell count: second read-out of Insulin prom up, no call of its own (marks repeat the call); cell count; measured here: cytotoxicity, nuclei count;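 total cells summed across four imaged fields per well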
# b-catenin transl cell count 5 µM: further read-out of b-catenin transl, marked with its call; cell count; measured here: cell count, cytotoxicity flag
# MT stabilize HCS Hoechst-high %: further read-out of MT stabilize HCS, marked with its call; % Hoechst-high responders; measured here: nuclear condensation Hoechst responders;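 share of cells brighter than vehicle mean plus two SD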
# MT stabilize HCS cytotoxicity %: recorded beside MT stabilize HCS, whose call it bears; toxicity, %; measured here: cytotoxicity by cell density;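 0% = mean cell density of plate MIN control wells and 100% = no cells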
# Autophagy mod cell loss 18 h: also measured in Autophagy mod; calls as there; toxicity, %; measured here: cell loss, nuclei count;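 cell loss after 18 h compound exposure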
# An asterisk follows results filed as active; i = inactive; u = inconclusive; x = not tested or not shown; + = active, no number. Only part of the results is shown; rates above refer to the full screens.
SMILES,NOD2 inhibition,NOD1 NF-kB reporter,Insulin prom up,Insulin prom up cell count,Dynein cargo inh,Dynein cargo inh cytoplasmic EGFP,Dynein cargo inh nuclear GR-EGFP,Dynein cargo inh cell count,P. falciparum M17LAP,Yfh1-off respiration,b-catenin transl,b-catenin transl cell count 5 µM,Autophagy mod,Autophagy mod cell loss 18 h,MT stabilize HCS,MT stabilize HCS Hoechst-high %,MT stabilize HCS cytotoxicity %
CCCc1nc(N2CCN(C)CC2)c2sc(=S)n(-c3ccccc3)c2n1,11%,-10%,0.15,2026,-0.035,0.24,0.3,0.13,-2%,i,-2.9,1145,i,1,1.4,2.1,9.3
Cc1cccc(C)c1-n1nnnc1C1(Nc2ccccc2)CCCCC1,-14%,0%,-0.71,878,1.2,-0.12,0.48,-0.67,-4%,x,-1.1,1151,u,x,3.3,1.9,0.3
Clc1ccc(-c2nnc3n2CCCCS3)cc1,3%,-12%,-0.04,1290,1.1,-0.22,0.23,-1.5,-9%,i,-5.8,593,i,3,3.4,1.4,9.1
O=C(O)CNC(=O)CC1S/C(=N/N=C2\CSC(=O)N2)NC1=O (stereo not given),-1%,-24%,0.15,1242,2.6,-0.18,0.85,-0.71,25%,i,-0.7,1062,i,11,2.9,1.1,7.5
Cc1noc(C)c1S(=O)(=O)N1CCCC(C(=O)NC2CCCCC2)C1 (stereo not given),4%,12%,x,x,-0.28,-0.18,-0.14,0.62,-6%,i,-1.4,973,i,-8,1.6,1.2,5.8
Cc1ccc(-n2nc3c(c2NC(=O)c2ccccc2Br)CS(=O)C3)cc1 (stereo not given),4%,-9%,-0.13,978,-1,-0.16,-0.58,-0.26,9%,i,x,x,i,8,3.1,2.7,8.2
COc1ccc(N2C(=O)CC(N3CCN(C4CCc5ccccc5C4)CC3)C2=O)cc1 (stereo not given),11%,-11%,-0.3,1250,1.1,-0.27,0.42,-0.066,-6%,i,0.6,985,i,4,3.4,2.0,7.5
Fc1ccc(-c2nnc(CN3CCC(c4nc5ccccc5s4)CC3)o2)cc1,31%,46%,0.23,1165,-0.49,-0.2,-0.021,0.43,5%,i,-1.4,1058,i,6,4.3,1.8,5.7
CCC(=O)N1CCN(c2nc(C)nc3sc(C)c(C)c23)CC1,9%,10%,-0.51,1217,-0.67,-0.34,-0.38,0.92,15%,i,-3.0,1251,i,4,3.0,2.6,18
CSc1ccccc1C(=O)N1CCOCC1,11%,-12%,x,x,-0.61,-0.073,0.023,1.2,1%,i,0.4,495,i,-2,1.9,0.0,56
COc1ccc(CNC(=O)CCCn2c(SCC#N)nc3cc4c(cc3c2=O)OCO4)cc1,17%,5%,x,x,-0.79,-0.14,-0.48,-0.061,1%,i,x,x,i,20,2.6,1.8,5.6
COc1ccc(/C=C/C(=O)O)cc1S(=O)(=O)N1CCCc2ccccc21,-6%,-21%,-0.05,1390,-0.29,0.1,-0.17,0.79,14%,i,-0.9,1528,i,7,1.3,2.2,5.7
COc1ccc(N2CCN(Cc3nc4c(c(=O)n(C)c(=O)n4C)n3C(C)C(C)=O)CC2)cc1 (stereo not given),7%,0%,-1.4,839,0.53,-0.17,0.66,-0.08,6%,i,0.9,1442,i,-3,4.1,1.3,12
CC1=C(C#N)C(NC(=O)c2ccco2)(C(F)(F)F)C(=O)N1 (stereo not given),-9%,-18%,-0.18,1170,0.91,-0.23,0.26,0.35,7%,i,-3.3,1181,i,-2,2.5,1.6,7.3
O=C1c2cccc3cccc(c23)C(=O)N1CCc1ccccc1,-43%,-35%,x,x,0.22,-0.17,0.27,0.65,-1%,i,-1.5,532,i,-44,1.3,1.8,13
O=C(Oc1ccc(/C=N/O)cc1)c1ccccc1,8%,-16%,-0.3,958,-0.6,-0.2,-0.38,0.37,11%,i,2.3,1199,i,31,2.0,1.0,11
COc1ccc2[nH]cc(CCNS(=O)(=O)c3ccccc3)c2c1,26%,-3%,x,x,-0.18,-0.29,-0.23,0.73,-9%,i,3.2,1009,i,0,1.9,1.7,9.5
CCc1ccc(OCCNC(=O)c2ccccc2SCc2ccccc2)cc1,-26%,-22%,-0.45,1348,-0.23,-0.2,-0.23,0.31,9%,x,-2.0,1416,i,2,0.9,0.9,11
Cn1nc(C(F)(F)F)c(-c2ccc(F)cc2)c1NC(=O)Nc1ccc(F)cc1,-4%,-4%,0.54,1451,-0.092,-0.16,-0.061,0.057,2%,i,1.1,1389,x,x,x,x,x
O=C(NC1CCCCC1)NC1(C(=O)N2CCN3CCCC3C2)CCCCC1 (stereo not given),16%,-31%,x,x,2,-0.2,0.86,-2.1,-1%,i,-0.1,1187,i,3,4.0,4.3,6.5
COc1cc(C)nc(Oc2ccc(OCCOc3ccccc3)nn2)n1,12%,-36%,x,x,-1.2,-0.31,-0.32,0.53,-3%,i,-0.4,1541,i,9,x,x,x
Cc1ccc(NC(=S)N(CCCN2CCOCC2)Cc2cccs2)c(C)c1,-4%,-29%,x,x,0.4,-0.24,0.33,0.0079,-4%,i,-1.3,1147,i,2,2.0,1.5,3.9
Cc1ccc(C2N3CC4([N+](=O)[O-])CN2CC([N+](=O)[O-])(C3)C4(C)C)cc1 (stereo not given),13%,-11%,0.51,1401,0.33,-0.3,-0.11,-0.23,0%,i,1.8,886,i,16,4.2,2.7,2.7
COc1ccc(C(=O)CSc2ncn[nH]2)cc1OC,7%,31%,0.88,1136,1.8,-0.12,0.82,-1.1,42%,i,-2.2,843,i,4,1.4,1.8,9.8
CCOc1ncccc1C(=O)NCc1ccccc1Cl,12%,-26%,-0.84,1477,-0.75,-0.15,-0.43,0.58,1%,i,3.1,1053,i,-6,1.4,2.4,9.6
CCOC(=O)NC1(C(F)(F)F)C(=O)N(Cc2ccccc2)C2=C1C(=O)CC(C)(C)C2 (stereo not given),14%,0%,-0.07,1471,-0.38,-0.18,-0.81,0.51,0%,i,-3.0,1368,i,0,2.6,1.7,8.7
Cc1ccccc1Nc1nnc(SCC(=O)Nc2ccccc2[N+](=O)[O-])s1,-1%,19%,0.21,1097,0.25,-0.29,0.22,0.66,17%,i,1.1,1069,i,9,1.8,1.7,6.6
O=C(COC(=O)CSc1nnc(-c2ccc(Cl)cc2)o1)NCc1ccc2c(c1)OCO2,3%,x,0.44,1170,0.12,-0.27,0.18,0.63,1%,i,-0.9,1047,i,-1,3.0,0.8,27
CCN1CCN(c2ccc(N=Cc3ccc(O)cc3O)cc2)CC1,24%,-16%,0.54,1488,0.24,-0.23,-0.39,0.37,0%,i,0.9,1382,i,-7,3.2,1.9,10
Cc1[nH]n(-c2ccccc2)c(=O)c1C(c1ccccc1C(=O)O)c1c(C)[nH]n(-c2ccccc2)c1=O,10%,6%,0.16,1154,-0.55,-0.039,-0.19,-0.66,1%,i,1.4,883,i,7,3.1,2.8,4.5
NNC(=O)c1ccc(Cn2cccn2)o1,8%,4%,-0.05,1152,-0.39,-0.26,-0.26,-0.11,3%,i,1.8,1237,x,x,x,x,x
COc1cccc(OC)c1CC1SC(=O)NC1=O (stereo not given),-9%,-8%,0.19,1334,-0.2,-0.27,0.16,0.54,-4%,i,1.0,1078,i,32,11,1.6,3.7
Cc1ccc(C(=O)COC(=O)c2cnccn2)cc1C,8%,-16%,-0.65,1156,0.71,-0.2,-0.019,-0.12,16%,i,1.3,1060,i,-3,3.8,2.1,2.4
CCCCSc1nc2c(cnn2-c2ccc(C)c(C)c2)c(=O)[nH]1,-5%,-94%,0.38,996,3.3,0.022,2.2,-1.6,4%,i,x,x,+,39*,5.4,2.8,0.8
CCC(=O)Nc1cc(OC)cc(OC)c1,1%,-25%,-0.16,1587,1.1,-0.25,0.88,-0.81,-1%,i,-0.2,1044,i,20,3.4,1.4,1.4
Cc1cc([N+](=O)[O-])nn1CCC(=O)Nc1nccs1,0%,-40%,x,x,-0.033,-0.34,-0.082,0.65,-11%,i,0.0,1086,i,-4,1.0,2.9,9.6
CC(C)Oc1cccc(C(=O)NC2=NCCS2)c1,-63%,-20%,0.51,1205,0.39,-0.14,0.25,0.092,12%,i,0.4,1053,i,12,2.9,1.9,13
Cc1nc(N2CCN(Cc3ccccc3)CC2)[nH]c(=O)c1C,-14%,0%,0.11,1123,0.57,-0.24,0.32,-0.63,x,i,-2.1,1137,i,7,5.8,2.3,8.0
COc1cccc(OC)c1C(=O)N1CC(C)OC(C)C1 (stereo not given),11%,11%,0.97,1239,-0.47,-0.26,-0.21,-0.28,5%,i,4.5,1101,i,-7,2.1,1.4,5.5
COc1ccc(-c2[nH]ncc2CN(C)C(C)c2cccs2)c(F)c1 (stereo not given),11%,-20%,0.25,1514,0.15,-0.23,0.021,0.45,-6%,i,0.1,1012,i,-21,2.5,2.4,7.7
